Tau FP inhib – qHTS for Inhibitors of Tau Fibril Formation, Fluorescence Polarization; Microtubule-associated protein tau (Homo sapiens), P10636; K18 P301L tau heparin fibrillization, Alexa594 FP, 6 h; Potency, µM (top dose mostly 57.7 µM), inactives show top-dose activity, negative = inhibition, hits mostly inhibitors; 280,000 tested, 0.39% active; AID 1468, 2008; further: on the % scale 0 is the no-effect control and ±100 the full control effect; nearly all actives have a fitted effect of over 55% in size
Target sequence (P10636 561-689 P618L limits assumed): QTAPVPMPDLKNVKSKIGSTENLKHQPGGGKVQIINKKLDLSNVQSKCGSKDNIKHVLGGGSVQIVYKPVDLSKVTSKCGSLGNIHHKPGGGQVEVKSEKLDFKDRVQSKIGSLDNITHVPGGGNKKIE
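Compound effects on tau fibrillization are measured by Alexa 594 fluorescence polarization (ex 555, em 632 nm). K18 P301L tau is used at 15 uM with 0.24 uM labeled tracer, and 20 uM heparin induces aggregation over 6 hr at 37 C.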
ALDH1A1 inh – qHTS Assay for Inhibitors of Aldehyde Dehydrogenase 1 (ALDH1A1). Aldehyde dehydrogenase 1A1 (Homo sapiens), P00352. Purified ALDH1A1, NADH fluorescence, propionaldehyde substrate. Potency, µM (top dose mostly 75.3 µM), inactives show top-dose activity, negative = inhibition, most hits filed as inhibitors. 220,000 tested, 7.3% active; active means well fitted inhibition curve with a large enough effect, not every such curve was filed as active; inconclusive means small, poorly fitted or top-dose-only effect, or another doubt; inactive means no such curve, though single readings can be large or run the other way;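 further: plate controls were no enzyme wells and a reference inhibitor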
Target sequence (P00352 whole entry, looked up): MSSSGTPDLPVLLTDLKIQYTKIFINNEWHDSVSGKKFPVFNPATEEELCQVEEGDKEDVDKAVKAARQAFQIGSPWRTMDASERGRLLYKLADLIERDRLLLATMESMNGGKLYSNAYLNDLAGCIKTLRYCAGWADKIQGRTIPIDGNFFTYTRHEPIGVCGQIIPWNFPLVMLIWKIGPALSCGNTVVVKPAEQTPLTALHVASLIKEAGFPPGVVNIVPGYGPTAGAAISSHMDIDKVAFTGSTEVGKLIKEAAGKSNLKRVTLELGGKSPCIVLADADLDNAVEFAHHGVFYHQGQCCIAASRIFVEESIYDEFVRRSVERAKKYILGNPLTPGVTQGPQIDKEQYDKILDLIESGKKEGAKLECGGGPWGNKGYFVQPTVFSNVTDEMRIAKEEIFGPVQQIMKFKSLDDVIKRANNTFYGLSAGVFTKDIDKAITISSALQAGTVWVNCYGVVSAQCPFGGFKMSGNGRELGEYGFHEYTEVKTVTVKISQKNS
SMN2 splice enh – qHTS Assay for Enhancers of SMN2 Splice Variant Expression; 210,000 tested, 2.8% active; HEK293 SMN2-luciferase splicing reporter, luminescence, 30-36 h; Potency, µM (doses to about 46.1 µM), without a hit: at the highest dose activity change, positive = activation, actives largely listed as activators; further: % of control where 0% means no effect; nearly all actives have a fitted effect of over 55% in size
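qHTS luciferase splicing reporter: luminescence rises when SMN2 exon 7 is included in transfected HEK293 cells. Compound exposure lasted 30-36 h at 37C, with 4.5 mM final sodium butyrate as control, followed by a ONE-Glo read.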
Tau fluor cs – Counterscreen qHTS for Inhibitors of Tau Fibril Formation, Fluorescence Polarization. Potency, µM (top dose mostly 57.7 µM), without a hit: at the top dose activity change, negative = decrease. 280,000 tested, 0.93% active. tau K18 P301L Alexa594 fluorescence, heparin fibrillization. AID 1463, 2008; further: on the % scale 0 is the no-effect control and ±100 the full control effect; nearly all actives have a fitted effect of over 55% in size
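Human K18 P301L tau (15 uM unlabeled plus 0.24 uM Alexa 594-labeled, final) in 100 mM sodium acetate pH 7 was mixed with compound and 20 uM heparin and incubated 6 hr at 37 C.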
HttQ103 aggreg – qHTS Multiplex Assay to Identify Dual Action Probes in a Cell Model of Huntington: Aggregate Formation (GFP); PC12 HttQ103-GFP aggregates, Acumen cytometry, 40 h; Potency, µM (series often up to 46.1 µM), inactives show at the top dose activity change, negative = inhibition, usual class: inhibitors; 220,000 tested, 1.1% active; further: on the % scale 0 is the no-effect control and ±100 the full control effect; nearly all actives have a fitted effect of over 60% in size
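Aggregates are detected as GFP objects 1–25 µm with signal 6 STDEV over background in lysates of induced PC12 cells. These carry Huntingtin exon 1 with 103 glutamines fused to GFP under an ecdysone promoter; compounds titrated.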
Tau ThT inhib – qHTS for Inhibitors of Tau Fibril Formation, Thioflavin T Binding. Microtubule-associated protein tau (Homo sapiens), P10636. recombinant tau K18 P301L (four-repeat tau fragment), heparin-induced fibrillization, ThT fluorescence. Potency, µM (top dose mostly 57.4 µM), inactives show top-dose activity, negative = inhibition, actives largely listed as inhibitors. 270,000 tested, 2.1% active; further: on the % scale 0 is the no-effect control and ±100 the full control effect; nearly all actives have a fitted effect of over 55% in size
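K18 P301L tau (15 uM + 0.24 uM Alexa 594-tagged), heparin 20 uM, NaOAc pH 7, 6 h 37 C; ThT 30 uM, 1 h RT, ex 450/em 510 nm.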
HTT ATP protect – qHTS Multiplex Assay to Identify Dual Action Probes in a Cell Model of Huntington: Cytoprotection (ATP); Potency, µM (highest dose often 56.4 µM), for the others: cytoprotection (ATP increase), actives largely listed as activators; 230,000 tested, 0.14% active; PC12 HTT-Q103 induced, cytoprotection, ATP luminescence, 40 h;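 further: % of control where 0% means no effect; nearly all actives have a fitted effect of over 45% in size; toxic huntingtin expression switched on by the ecdysone agonist tebufenozide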
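Stable PC12 Q103-GFP cells in serum-supplemented, phenol red-free DMEM; induction by tebufenozide at 100 nM final; compound dose series; cell viability quantified luminescently from ATP.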
JMJD2E inh – qHTS Assay for Inhibitors of Human Jumonji Domain Containing 2E (JMJD2E) | Lysine-specific demethylase 4E (Homo sapiens), B2RXH2 | JMJD2E catalytic domain, FDH-coupled NADH fluorescence (FDH is formaldehyde dehydrogenase) | Potency, µM (highest dose often 57.1 µM), for the others: at the top dose activity change, negative = inhibition, hits mostly inhibitors | 230,000 tested, 1.6% active | AID 2147, 2009; active means well fitted inhibition curve with a large enough effect, not every such curve was filed as active; inconclusive means small, poorly fitted or top-dose-only effect, or another doubt; inactive means no such curve, though single readings can be large or run the other way;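 further: 0% = wells with enzyme and -100% = buffer wells without enzyme; nearly all actives have a fitted effect of over 50% in size; many of its hits are not listed in these tables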
Target sequence (B2RXH2 1-337 limits assumed): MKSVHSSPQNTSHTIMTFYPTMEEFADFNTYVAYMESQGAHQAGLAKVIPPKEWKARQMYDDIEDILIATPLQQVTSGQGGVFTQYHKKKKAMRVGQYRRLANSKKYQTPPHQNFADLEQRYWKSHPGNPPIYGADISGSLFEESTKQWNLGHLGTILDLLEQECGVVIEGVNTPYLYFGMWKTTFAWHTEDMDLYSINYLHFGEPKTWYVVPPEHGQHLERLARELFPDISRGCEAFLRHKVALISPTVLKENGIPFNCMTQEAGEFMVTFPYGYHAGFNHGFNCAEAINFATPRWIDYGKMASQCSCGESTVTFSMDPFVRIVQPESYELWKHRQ
* hit, by the source's call; ? = inconclusive; nt = not tested or not shown; [ ] = remark or other dose. Unless noted, the call rests on the fitted dose curve; in most records, active means well fitted curve in the direction sought with a large enough effect; inconclusive means small, poorly fitted or top-dose-only effect, or another doubt; inactive means no such curve, though single readings can be large; an effect the other way counts as inactive or inconclusive. Potency means the concentration at half of the fitted maximal effect. An excerpt; rates above refer to the full screens.

Structure	Tau FP inhib	ALDH1A1 inh	SMN2 splice enh	Tau fluor cs	HttQ103 aggreg	Tau ThT inhib	HTT ATP protect	JMJD2E inh
Cc1cccc(NC(=O)C2CCCN(c3nc(C)cc(C)n3)C2)c1 (stereo unspecified)	-13%	-6%	-16%	0%	15%	10%	3%[10 µM]	8%
CCn1cc(C(=O)OCC(=O)Nc2ccc(S(=O)(=O)N3CCCC3)cc2)c(=O)c2ccc(C)nc21	6%	?	?	-11%	-2%	-3%	5%	2%
COc1cc(/C=N/NC(=O)c2ccc(N(C)S(=O)(=O)c3ccccc3)cc2)cc(OC)c1OC	-8%	-7%	-9%	?	4%	-5%	4%[10 µM]	?
COc1ccc(Cl)cc1NC(=O)CCS(=O)(=O)c1nc(-c2cccs2)cc(C(F)(F)F)n1	-4%	nt	7%	-11%	nt	-11%	nt	nt
O=C(NCc1cccnc1)c1nnc(Cc2ccc(F)cc2)o1	-3%	11%	-8%	0%	13%	-3%	-15%	2%
CCCCCCOc1ccc(NC(=O)CC2C(=O)N(CC)C(=S)N2Cc2ccco2)cc1 (stereo unspecified)	?	-2%	6%	?	?	-14%	nt	-2%
Clc1cccc(N2CCN(c3c4c(nc5nncn35)CCC4)CC2)c1	0%	nt	-3%	-16%	nt	?	nt	nt
Cc1onc(-c2ccccc2Cl)c1C(=O)Nc1nnc(C(C)C)s1	-2%	-2%	8%	-4%	-12%	-5%	-35%[10 µM]	2%
CCN(CC)C(=O)c1sc(NC(=O)c2c(OC)cccc2OC)c(C#N)c1C	-6%	?	15%	-23%	2%	?	-11%[10 µM]	-1%
CCN(CC(=O)Nc1ccc2c(c1)OCCO2)c1nc(-c2cccnc2)nc2ccccc12	10%	1%	5%	-24%	8%	-16%	-19%	?
Oc1ccc(/C=N/Nc2cc(N3CCCC3)nc(N3CCCC3)n2)cc1O	-13%	-4%	-20%	16µM*[quencher]	-28%	25µM*	10%[10 µM]	14µM*
CN(C)c1nc(NCc2ccccc2)nc(N/N=C/c2ccc(Br)cc2)n1	-7%	4%	3%	-4%	nt	6%	nt	-10%
COc1ccc(CC2(CO)CCN(Cc3cccc(OC)c3OC)CC2)cc1	4%	1%	nt	-12%	-7%[9.22 µM]	-8%	17%[10 µM]	-6%
Cc1cccc(OCC(=O)O/N=C(\N)c2ccc(Cl)cc2)c1	8%	?	-13%	-27%	-2%	?	13%	-5%
Cc1ccccc1OCC(=O)Nc1sc(C(=O)Nc2cccc(C)c2C)c(C)c1C#N	-2%	-4%	6%	-4%	14%	-1%	-1%	2%
CCCNC(=O)C12CCC(C)(C(=O)C1Br)C2(C)C (stereo unspecified)	10%	?	-1%	11%	2%	10%	12%[10 µM]	9%

Profiles from above:
Cc1cccc(OCC(=O)O/N=C(\N)c2ccc(Cl)cc2)c1 is entered as Tau FP inhib = 8%; ALDH1A1 inh = ?; SMN2 splice enh = -13%; Tau fluor cs = -27%; HttQ103 aggreg = -2%; Tau ThT inhib = ?; HTT ATP protect = 13%; JMJD2E inh = -5%
Cc1cccc(NC(=O)C2CCCN(c3nc(C)cc(C)n3)C2)c1 (stereo unspecified) is entered as Tau FP inhib = -13%; ALDH1A1 inh = -6%; SMN2 splice enh = -16%; Tau fluor cs = 0%; HttQ103 aggreg = 15%; Tau ThT inhib = 10%; HTT ATP protect = 3%[10 µM]; JMJD2E inh = 8%
COc1ccc(CC2(CO)CCN(Cc3cccc(OC)c3OC)CC2)cc1 is entered as Tau FP inhib = 4%; ALDH1A1 inh = 1%; SMN2 splice enh = nt; Tau fluor cs = -12%; HttQ103 aggreg = -7%[9.22 µM]; Tau ThT inhib = -8%; HTT ATP protect = 17%[10 µM]; JMJD2E inh = -6%

(list continues)
Structure	Tau FP inhib	ALDH1A1 inh	SMN2 splice enh	Tau fluor cs	HttQ103 aggreg	Tau ThT inhib	HTT ATP protect	JMJD2E inh
COc1ccc(-c2nc(CSCC(=O)N3CCN(c4ccccc4F)CC3)c(C)o2)cc1	15%	nt	-65%[inhibitor]	-12%	nt	?	nt	nt
CC(C)Nc1nnc(SC(C)C(=O)NCc2ccc3c(c2)OCO3)s1 (stereo unspecified)	-5%	6%	2%	-5%	14%	-8%	1%[10 µM]	2%
O=C(CSc1nnc(SCc2ccccc2)s1)N/N=C/C=C\c1ccco1	-15%	18µM*	-4%	-20%	42%	?	-4%[10 µM]	?
CCCCSc1nnc(CNC(=O)C23CC4CC(CC(C4)C2)C3)n1Cc1ccccc1	-2%	-4%	-21%	-5%	-21%	-14%	6%[10 µM]	-10%
CC1(C)CC(=O)C([N+](=O)[O-])=C(NCCCC(=O)O)C1	-4%	3%	-3%	-6%	4%	2%	nt	-1%
O=C(NCc1ccccc1)c1cc(-c2ccco2)on1	3%	?	?	-3%	0%	-3%	-11%	6%
CC(C)Cc1nc2oc3c(NCCCN4CCOCC4)ncnc3c2c2c1CCC2	1%	?	0%	-1%	-1%	3%	-48%[inhibitor]	?
CNC(=O)c1ccc(Nc2nnc(C)c3ccccc23)cc1	4%	5%	-9%	1%	-1%	-7%	-4%[10 µM]	-7%

Tau ThT inhib: what is marked active above
| SMILES | Tau FP inhib | ALDH1A1 inh | SMN2 splice enh | HttQ103 aggreg | Tau ThT inhib | JMJD2E inh |
| --- | --- | --- | --- | --- | --- | --- |
| Oc1ccc(/C=N/Nc2cc(N3CCCC3)nc(N3CCCC3)n2)cc1O | -13% | -4% | -20% | -28% | 25µM* | 14µM* |

Later entries.
Structure	Tau FP inhib	ALDH1A1 inh	SMN2 splice enh	Tau fluor cs	HttQ103 aggreg	Tau ThT inhib	HTT ATP protect	JMJD2E inh
CC(C)Cn1c(NCCO)nc2ccccc21	3%	-7%	-3%	1%	-8%	-10%	-6%	5%
O=C(CSc1nc2ncc(Cl)cc2[nH]1)c1ccc2c(c1)OCO2	?	nt	nt	18%	-9%[9.22 µM]	nt	7%[10 µM]	2%
C#CCOCCOCCOCCNc1nc(N2CCN(C(=O)C([C@@H](C)CC)n3cc(C(N)Cc4ccc(O)cc4)nn3)CC2)nc(N2CCN(C(=O)[C@H](CCC(=O)O)n3cc(C(N)[C@H](C)CC)nn3)CC2)n1 (stereo partly specified)	1%	?	nt	6%	8%[9.22 µM]	1%	22%[10 µM]	2%
CCOC(=O)N1CCN(CCC(=O)c2ccc(Cl)cc2)CC1	?	0.089µM*	-11%	11%	?	7%	-41%[inhibitor]	-18%
CCc1ccc(NC(=O)Cn2nc(C(F)(F)F)c3c2CCC3)cc1	-7%	6%	-12%	-15%	-6%	-2%	10%	7%
CNC(=O)c1c(I)c(C(=O)NCC(=O)Nc2c(I)c(C(=O)O)c(I)c(C(=O)NCCO)c2I)c(I)c(N(C)C(C)=O)c1I	nt	0%[20.9 µM]	3%[20.6 µM]	nt	9%	nt	?	1%[25.5 µM]
CN(C)C(=O)c1ccc(-c2cncnc2NCCN2CCOCC2)cc1	-3%	-6%	-2%	1%	nt	5%	-1%	-2%
COc1ccc(CCNC(=O)C2CCN(C(=O)c3ccc([N+](=O)[O-])cc3)CC2)cc1	-7%	?	-9%	-11%	14%	-9%	-10%	-4%
O=C(Nc1ccccc1)c1cc([N+](=O)[O-])ccc1NC1CCCCC1	-11%	-8%	nt	?	6%	-8%	5%[10 µM]	-5%
COC(=O)c1ccccc1NC(=S)NC(=O)C1CCCCC1	-2%	?	13%	-4%	5%	4%	14%[0.074 µM]	0%
Cc1cccc(NC(=S)N=Nc2c(O)n(C)c3ccc(S(=O)(=O)N4CCOCC4)cc23)c1	5%	2%	-66%[inhibitor]	-8%	28%	-2%	nt	-3%
COCCn1c(=O)[nH]c2cc(C(=O)OC)ccc2c1=O	-4%	?	-7%	-5%	?	-3%	14%	?
COc1cc(OC)cc(C(=O)Nc2ccc3c(c2)OCCO3)c1	-6%	nt	10µM*	-24%	nt	?	nt	nt
O=C(CSCc1cccc(Br)c1)NC1CC1	3%	5%	3%	-3%	-12%	3%	nt	2%
Cc1ncc(CN2CCN(Cc3ccc(F)cc3)C(CCO)C2)s1 (stereo unspecified)	5%	3%	13%	10%	10%[9.22 µM]	-5%	10%[10 µM]	2%
Cc1cc(Br)cn2cc(C(=O)O)nc12	-12%	-5%	3%	-6%	-4%	-3%	-33%[inhibitor]	-11%
Cc1ccc(C(=O)NNC(=O)C2CCN(Cc3ccccc3)CC2)cc1	2%	9%	6%	-5%	9%	0%	9%[10 µM]	8%
COc1cccc(C(=O)NC2CCN(CC(=O)Nc3c(C)cc(C)cc3C)CC2)c1	5%	-2%	nt	2%	3%[9.22 µM]	4%	-1%[10 µM]	3%
COCCC(=O)NNS(=O)(=O)c1ccc(Cl)cc1	-7%	3%	-7%	6%	-9%	3%	nt	10%
Cc1ccc2c(c1)CCCN2C(=O)c1cccs1	-2%	?	25%	-4%	1%	-12%	-12%[10 µM]	3%
COCCOc1cc(NC(=O)c2cccc(OC)c2)c(Cl)cc1Cl	-4%	?	-7%	-11%	-9%	-9%	12%[10 µM]	65%[activator]
CCOC(=O)Cc1nnc(NC(=O)c2ccccc2OCC)s1	-3%	-4%	-5%	1%	6%	-3%	1%[10 µM]	3%
CC(=C/c1ccco1)/C=N/NC(=O)c1nnn(-c2nonc2N)c1CN(C)C	1%	-5%	-10%	-6%	1%	?	-3%	-22%
